NPY-Y1 PAM-ag: NPY-Y1 receptor potentiators or agonists, primary screen, cell-based. Neuropeptide Y receptor type 1 (Homo sapiens), P25929. NPY-Y1 expressing cells, potentiator/agonist activation. activation, % at 3.6 µM. hit rate 0.37% among 220,000. AID 1304, 2008; in the data active = activation above about 33%, passing the limit was not always enough;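 note: cells stimulated with NPY at EC10 then isoproterenol at EC100; 0% = low agonist plus stimulus and 100% = saturating agonist plus stimulus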
Target sequence (P25929 whole entry, looked up): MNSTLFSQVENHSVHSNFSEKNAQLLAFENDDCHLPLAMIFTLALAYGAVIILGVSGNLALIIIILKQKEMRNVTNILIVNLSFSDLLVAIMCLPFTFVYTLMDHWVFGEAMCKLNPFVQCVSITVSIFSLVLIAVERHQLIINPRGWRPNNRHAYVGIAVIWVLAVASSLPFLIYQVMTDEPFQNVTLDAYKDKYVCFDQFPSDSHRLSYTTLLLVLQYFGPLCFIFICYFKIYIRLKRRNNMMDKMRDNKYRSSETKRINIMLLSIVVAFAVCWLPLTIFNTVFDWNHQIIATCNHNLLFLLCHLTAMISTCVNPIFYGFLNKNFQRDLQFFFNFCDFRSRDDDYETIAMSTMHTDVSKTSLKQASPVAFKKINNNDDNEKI
NPY Y1 blocker: NPY-Y1 receptor antagonists, primary screen, cell-based | inhibition, % at 3.6 µM | AID 1040, 2008 | hit rate 1% among 200,000 | Neuropeptide Y receptor type 1 (Homo sapiens), P25929 | HEK293-CNG Y1 cells, membrane potential fluorescence; NPY at EC95, then isoproterenol;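 active = inhibition above the campaign mean inhibition of all tested compounds plus 3 SD, cut at about 20% in these data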;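 note: 0% = DMSO wells given NPY plus isoproterenol and 100% = isoproterenol alone without NPY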
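Material: HEK293 cells with Y1 receptor plus CNG channel; times: compound incubation 1 h at room temperature, readout 45 min post-stimulation; signal: fluorescence, membrane potential probe; read-out basis: fluorescence ratio normalized to % inhibition between controls; benchmarks: full-block control isoproterenol-only wells, zero-block control NPY plus isoproterenol wells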
Runt-CBFb FRET: inhibitors of RUNX1 Runt–CBFb binding, primary screen, biochemical, FRET, Cerulean-Runt, Venus-CBFb, uHTS. Runt-related transcription factor 1 (Homo sapiens) + Core-binding factor subunit beta …. hit rate 0.46% among 220,000. Cerulean-Runt/Venus-CBFb FRET ratio 530/480, 1 h. inhibition, % at 20 µM;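 active = inhibition over about 50% at 20 µM in the single-dose screen, limit read from the data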;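 note: 0% = DMSO wells and 100% = excess unlabeled CBFb competitor control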
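test system = Cerulean-Runt domain fusion protein, energy donor | probe or stimulus = Venus-CBFb binding partner, 100 nM | incubation = two 1 h room-temperature incubations shielded from light | detection = fluorescence energy transfer, 422 nm excitation, 530/480 nm emission | measure = loss of energy transfer signal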
NPY2 pot ag: NPY-Y2 potentiators or agonists, primary screen, cell-based | AID 1359, 2008 | activation, % at 3.6 µM | hit rate 0.45% among 220,000 | cells expressing NPY-Y2, potentiator/agonist read-out; in the data active = activation above about 27%;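 note: cells stimulated with NPY near EC25 plus isoproterenol at EC100; 0% = vehicle plus submaximal agonist and 100% = vehicle plus saturating agonist; some results beyond the cut were filed as inactive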
Target sequence (P49146 whole entry, looked up): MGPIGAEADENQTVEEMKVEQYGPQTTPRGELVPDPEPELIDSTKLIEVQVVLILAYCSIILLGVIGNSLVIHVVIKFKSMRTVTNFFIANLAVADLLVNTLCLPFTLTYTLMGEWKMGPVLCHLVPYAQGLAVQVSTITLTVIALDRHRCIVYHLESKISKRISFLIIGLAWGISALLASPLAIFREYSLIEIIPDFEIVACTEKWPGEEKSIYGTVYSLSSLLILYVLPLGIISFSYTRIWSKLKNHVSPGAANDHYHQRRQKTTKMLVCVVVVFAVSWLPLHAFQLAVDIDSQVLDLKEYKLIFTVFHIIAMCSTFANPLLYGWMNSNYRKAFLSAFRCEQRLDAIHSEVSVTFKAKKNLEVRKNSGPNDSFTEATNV
S1P4 agonist: S1P4 receptor agonists, primary screen, cell-based. S1P4-expressing cell line, agonist reporter assay. activation, % at 4.98 µM. AID 1509, 2009. hit rate 0.35% among 220,000. Sphingosine 1-phosphate receptor 4 (Homo sapiens), O95977; in the data active = activation above about 11%;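 note: 0% = DMSO vehicle and 100% = reference agonist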
S1P4 antagonist: S1P4 receptor antagonists, primary screen, cell-based; Sphingosine 1-phosphate receptor 4 (Homo sapiens), O95977; S1P4-expressing cells, antagonist mode, reporter read-out; inhibition, % at 4.98 µM; hit rate 0.26% among 220,000; in the data active = inhibition above about 29%;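 note: 0% = wells stimulated with agonist and 100% = vehicle wells without agonist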
RBBP9 inhibitor: human RBBP9 inhibitors, primary screen, biochemical, fluorescence polarization, FP-Rh probe, HTS | Serine hydrolase RBBP9 (Homo sapiens), O75884 | recombinant RBBP9 | inhibition, % at 7.94 µM | hit rate 0.2% among 220,000 | AID 1515, 2009;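 active = inhibition above the campaign mean of all tested compounds plus 3 SD, cut at about 14% in these data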;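 note: plate controls were DMSO wells with RBBP9 for no effect and wells lacking RBBP9 protein for full effect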
Target sequence (O75884 whole entry, looked up): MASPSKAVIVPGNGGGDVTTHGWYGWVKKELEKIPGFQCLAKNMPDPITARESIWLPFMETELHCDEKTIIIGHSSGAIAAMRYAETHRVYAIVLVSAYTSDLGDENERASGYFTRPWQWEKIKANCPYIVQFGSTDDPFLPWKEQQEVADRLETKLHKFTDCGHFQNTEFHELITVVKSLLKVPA
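System: RBBP9 protein / Buffer or medium: Tris/NaCl buffer pH 8.0 with 0.1% Pluronic / Probe or stimulus: Serine-hydrolase probe FP-Rh, 375 nM pre-mixing / Dosing: 7.94 µM single dose, 0.794% DMSO / Times: enzyme-compound preincubation 30 min, then probe labeling 45 min, 25 °C / Technique: fluorescence polarization (mP), excitation 525 nm, emission 598 nm / Replication: singlicate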
BaF3 tox: parental Ba/F3 cell viability inhibition, counter-screen for JAK2V617F inhibitor project, murine pro-B, CellTiter-Glo luminescence; CellTiter-Glo ATP luminescence; hit rate 1.1% among 220,000; inhibition, % at 5.6 µM; AID 1486, 2009;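 active = inhibition above a per-campaign cutoff, the mean inhibition of all tested compounds plus 3 SD, cut at about 27% in these data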;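 note: 0% = DMSO wells and 100% = JAK Inhibitor I control wells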
Ba/F3 V617F tox: reduced viability of JAK2V617F-dependent Ba/F3 cells, primary screen, JAK2V617F inhibitor project, cell-based, Ba/F3 EpoR-JAK2V617F, luminescence; ATP luminescence; inhibition, % at 5.6 µM; hit rate 1.1% among 220,000;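 active = inhibition above the campaign mean plus 3 SD over all tested compounds, cut at about 24% in these data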;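 note: cytokine-independent growth of Ba/F3 cells driven by EpoR plus mutant JAK2; 0% = DMSO-treated cells and 100% = JAK inhibitor I control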
Starred values were filed as active, the others as inactive.

For O=C(NCCc1ccc(Cl)cc1)C1CCN(S(=O)(=O)N2CCC3(CC2)OCCO3)CC1 the results were NPY-Y1 PAM-ag -4, NPY Y1 blocker 5, Runt-CBFb FRET 0, NPY2 pot ag 1, S1P4 agonist 1.6, S1P4 antagonist -7, RBBP9 inhibitor -1, BaF3 tox 4 and Ba/F3 V617F tox 2.
Screening COc1cc(NC(=O)Nc2ccc(Cl)c(Cl)c2)c(C(=O)O)cc1OC returned NPY-Y1 PAM-ag -6, Runt-CBFb FRET 2, NPY2 pot ag 2, S1P4 agonist -0.7, S1P4 antagonist 4, RBBP9 inhibitor 8, BaF3 tox -4 and Ba/F3 V617F tox -2.
`CC12C(=O)N(n3cnnc3)C(=O)C1C1C=CC2C1` (configuration not stated) gave NPY-Y1 PAM-ag -7, NPY Y1 blocker -2, Runt-CBFb FRET 0, NPY2 pot ag -3, S1P4 agonist 0.4, S1P4 antagonist -39, RBBP9 inhibitor 0, BaF3 tox 4 and Ba/F3 V617F tox 2.
O=C(Nc1ccc(Cl)cc1C(=O)N1CCOCC1)c1ccco1 was read as NPY-Y1 PAM-ag -6, NPY Y1 blocker 4, Runt-CBFb FRET 0, NPY2 pot ag 1, S1P4 agonist 1.9, S1P4 antagonist 6, RBBP9 inhibitor -7, BaF3 tox 2 and Ba/F3 V617F tox -1.
Screening COc1ccc(CCNC(=O)CCc2ccc(S(=O)(=O)NC(C)C)cc2)cc1 returned NPY-Y1 PAM-ag 15, NPY Y1 blocker 5, Runt-CBFb FRET -2, NPY2 pot ag 4, S1P4 agonist -0.5, S1P4 antagonist -8, RBBP9 inhibitor -8, BaF3 tox 7 and Ba/F3 V617F tox 5.
Screening Cc1cc2ccccn2c1C(=O)c1cc([N+](=O)[O-])cc([N+](=O)[O-])c1 returned NPY-Y1 PAM-ag -9, NPY Y1 blocker -5, Runt-CBFb FRET -2, NPY2 pot ag 2, S1P4 agonist -2.3, S1P4 antagonist 4, RBBP9 inhibitor -1, BaF3 tox -3 and Ba/F3 V617F tox -3.
For CC(C)c1ccccc1OCCNS(C)(=O)=O the results were NPY-Y1 PAM-ag -14, NPY Y1 blocker -4, Runt-CBFb FRET -3, NPY2 pot ag -3, S1P4 agonist -2.0, S1P4 antagonist 16, RBBP9 inhibitor -4, BaF3 tox 1 and Ba/F3 V617F tox -1.
`Cn1c(=O)c2ncn(CC(=O)NC3CCCCCC3)c2n(C)c1=O` gave NPY-Y1 PAM-ag 1, NPY Y1 blocker 2, Runt-CBFb FRET -12, NPY2 pot ag 19, S1P4 agonist 0.6, S1P4 antagonist -13, RBBP9 inhibitor -4, BaF3 tox 6 and Ba/F3 V617F tox -1.
Cc1c(Cl)cccc1N=c1c([N+](=O)[O-])nn(-c2ccccc2)n1O was read as NPY-Y1 PAM-ag 31, NPY Y1 blocker 7, Runt-CBFb FRET 2, NPY2 pot ag 14, S1P4 agonist -1.7, S1P4 antagonist 13, RBBP9 inhibitor 2, BaF3 tox 1 and Ba/F3 V617F tox -6.
`CSc1nc(-c2ccc(Cl)cc2)nn1S(=O)(=O)c1ccc(Cl)cc1` gave NPY-Y1 PAM-ag -16, NPY Y1 blocker -7, Runt-CBFb FRET -2, NPY2 pot ag 4, S1P4 agonist -2.3, S1P4 antagonist -8, RBBP9 inhibitor -4, BaF3 tox 1 and Ba/F3 V617F tox -6.
For O=C(CCC1CCCCC1)NCCN1C2=NC[C@H](Cc3ccccc3)N2C[C@H]1Cc1ccc(O)cc1 the results were NPY-Y1 PAM-ag 3, NPY Y1 blocker 4, Runt-CBFb FRET 0, NPY2 pot ag -13, S1P4 agonist -0.6, S1P4 antagonist -1, RBBP9 inhibitor 2, BaF3 tox -7 and Ba/F3 V617F tox 3.
For CS(=O)(=O)N1CCN(c2ccccc2NC(=O)c2cc(Br)ccc2Cl)CC1 the results were NPY-Y1 PAM-ag -2, NPY Y1 blocker 2, Runt-CBFb FRET 0, NPY2 pot ag -15, S1P4 agonist 3.1, S1P4 antagonist -17, RBBP9 inhibitor -2, BaF3 tox 12 and Ba/F3 V617F tox 7.
For O=C(NCC1CCCO1)c1ccc2c(=O)n(CC3CCCO3)c(=S)[nH]c2c1 (configuration not stated) the results were NPY-Y1 PAM-ag -12, NPY Y1 blocker -2, Runt-CBFb FRET 0, NPY2 pot ag -5, S1P4 agonist 2.8, S1P4 antagonist -5, RBBP9 inhibitor 4, BaF3 tox 4 and Ba/F3 V617F tox -2.
Screening Cc1ccc(S(=O)(=O)NC(=O)NCCCCNC(=O)NS(=O)(=O)c2ccc(C)cc2)cc1 returned NPY-Y1 PAM-ag -6, NPY Y1 blocker -2, Runt-CBFb FRET 3, NPY2 pot ag -16, S1P4 agonist 1.2, S1P4 antagonist -19, RBBP9 inhibitor 0, BaF3 tox 7 and Ba/F3 V617F tox 3.
`CCN(CC)CCN(C(=O)c1ccc(C(C)=O)cc1)c1nc2ccc(Cl)cc2s1` gave NPY-Y1 PAM-ag -9, NPY Y1 blocker 8, Runt-CBFb FRET -3, NPY2 pot ag -7, S1P4 agonist 1.2, S1P4 antagonist 7, RBBP9 inhibitor -8, BaF3 tox 5 and Ba/F3 V617F tox 1.
`Cc1nnc(NC(=O)CSc2nnc(Cc3cccn3C)n2C)s1` gave NPY-Y1 PAM-ag -23, NPY Y1 blocker -1, Runt-CBFb FRET -1, NPY2 pot ag -8, S1P4 agonist 0.5, S1P4 antagonist -2, RBBP9 inhibitor 6, BaF3 tox 2 and Ba/F3 V617F tox -3.
Cc1ccc(N=Cc2sccc2C)cc1C was read as NPY-Y1 PAM-ag 7, NPY Y1 blocker 5, Runt-CBFb FRET 0, NPY2 pot ag -9, S1P4 agonist 0.6, S1P4 antagonist -17, RBBP9 inhibitor -5, BaF3 tox 7 and Ba/F3 V617F tox 1.
CC(C)C(C)NC(=O)COc1ccc(-c2ccccc2)cc1 (configuration not stated) was read as NPY-Y1 PAM-ag -3, NPY Y1 blocker 0, Runt-CBFb FRET 0, NPY2 pot ag -5, S1P4 agonist 0.6, S1P4 antagonist -5, RBBP9 inhibitor -3, BaF3 tox 7 and Ba/F3 V617F tox 4.
For Cc1[nH]c2ccccc2c1C(=O)CSc1nc2ccccc2c(=O)n1CCCN1CCOCC1 the results were NPY-Y1 PAM-ag -23, NPY Y1 blocker 1, Runt-CBFb FRET 3, NPY2 pot ag -16, S1P4 agonist -1.7, S1P4 antagonist -7, RBBP9 inhibitor -6, BaF3 tox 3 and Ba/F3 V617F tox -3.
`CS(=O)(=O)N(C(=O)NC(=O)NC12CC3CC(CC(C3)C1)C2)C1CCCCC1` gave NPY-Y1 PAM-ag -7, NPY Y1 blocker -3, Runt-CBFb FRET 0, NPY2 pot ag -3, S1P4 agonist -1.7, S1P4 antagonist -20, RBBP9 inhibitor -8, BaF3 tox 4 and Ba/F3 V617F tox 3.
Screening CC(=O)NCCn1c(SCC(=O)NCc2ccco2)nc2ccccc2c1=O returned NPY-Y1 PAM-ag -24, NPY Y1 blocker -2, Runt-CBFb FRET -1, NPY2 pot ag -10, S1P4 agonist -1.4, S1P4 antagonist 15, RBBP9 inhibitor 4, BaF3 tox 9 and Ba/F3 V617F tox 7.
`CNC(=O)c1oc(-c2ccccc2)nc1C` gave NPY-Y1 PAM-ag 5, NPY Y1 blocker 6, Runt-CBFb FRET -1, NPY2 pot ag -1, S1P4 agonist 1.0, S1P4 antagonist -22, RBBP9 inhibitor 0, BaF3 tox 3 and Ba/F3 V617F tox -2.
For COc1cccc2[nH]c3c(N4CCC(C)CC4)ncnc3c12 the results were NPY-Y1 PAM-ag -37, NPY Y1 blocker 8, Runt-CBFb FRET -4, NPY2 pot ag -6, S1P4 agonist 1.2, S1P4 antagonist 7, RBBP9 inhibitor 2, BaF3 tox 10 and Ba/F3 V617F tox 1.
Screening Cc1ccccc1-n1c(SCC(=O)N/N=C/c2c(C)nn(-c3ccccc3)c2C)nc2ccccc2c1=O returned NPY-Y1 PAM-ag 10, NPY Y1 blocker -6, Runt-CBFb FRET -7, NPY2 pot ag 5, S1P4 agonist -2.8, S1P4 antagonist -17, RBBP9 inhibitor -26, BaF3 tox 7 and Ba/F3 V617F tox 8.
`O=C(Nc1ccc(-c2nc3cccnc3s2)cc1)c1ccc(Br)o1` gave NPY-Y1 PAM-ag -10, NPY Y1 blocker -3, Runt-CBFb FRET 2, NPY2 pot ag -7, S1P4 agonist 0.3, S1P4 antagonist -23, RBBP9 inhibitor -3, BaF3 tox 4 and Ba/F3 V617F tox 0.
For COCCSc1ccccc1C(=O)N1CCc2ccccc2C1 the results were NPY-Y1 PAM-ag 17, NPY Y1 blocker -3, Runt-CBFb FRET 0, NPY2 pot ag 5, S1P4 agonist -0.5, S1P4 antagonist -8, RBBP9 inhibitor 3, BaF3 tox 2 and Ba/F3 V617F tox 0.
For CN(C(=O)C1CCOC1)c1nnc(C2CCOC2)s1 (configuration not stated) the results were NPY-Y1 PAM-ag -4, NPY Y1 blocker 2, Runt-CBFb FRET -1, NPY2 pot ag -15, S1P4 agonist 1.3, S1P4 antagonist 0, RBBP9 inhibitor -6, BaF3 tox 8 and Ba/F3 V617F tox 5.
Screening COc1ccc(NC(=O)CSc2nc3c(c(=O)n2-c2ccc(F)cc2)SCC3)cc1 returned NPY-Y1 PAM-ag 3, NPY Y1 blocker -4, Runt-CBFb FRET 1, NPY2 pot ag -4, S1P4 agonist 0.9, S1P4 antagonist -7, RBBP9 inhibitor -4, BaF3 tox 2 and Ba/F3 V617F tox 2.
For O=C(CSc1nnc(CCCN2C(=O)c3cccc4cccc(c34)C2=O)n1-c1ccccc1)N1CCCCC1 the results were NPY-Y1 PAM-ag 12, NPY Y1 blocker 3, Runt-CBFb FRET -8, NPY2 pot ag 0, S1P4 agonist -0.7, S1P4 antagonist -26, RBBP9 inhibitor -6, BaF3 tox 2 and Ba/F3 V617F tox -3.

Screens: PubChem BioAssay, several laboratories
